L3MBTL1 block: blocks human L3MBTL1; Q9Y468; AlphaScreen L3MBTL1–H3K9me1 peptide binding; Potency, µM (doses to about 57.1 µM), without a hit: top-dose activity, negative = inhibition, actives largely listed as inhibitors; 230,000 compounds, 0.66% hits; AID 485360; active means well fitted inhibition curve with a large enough effect; inconclusive means small, poorly fitted or top-dose-only effect; inactive means no such curve, though single readings can be large or run the other way; further: nearly all actives have a fitted effect of over 60% in size
Target sequence (Q9Y468 whole entry, looked up): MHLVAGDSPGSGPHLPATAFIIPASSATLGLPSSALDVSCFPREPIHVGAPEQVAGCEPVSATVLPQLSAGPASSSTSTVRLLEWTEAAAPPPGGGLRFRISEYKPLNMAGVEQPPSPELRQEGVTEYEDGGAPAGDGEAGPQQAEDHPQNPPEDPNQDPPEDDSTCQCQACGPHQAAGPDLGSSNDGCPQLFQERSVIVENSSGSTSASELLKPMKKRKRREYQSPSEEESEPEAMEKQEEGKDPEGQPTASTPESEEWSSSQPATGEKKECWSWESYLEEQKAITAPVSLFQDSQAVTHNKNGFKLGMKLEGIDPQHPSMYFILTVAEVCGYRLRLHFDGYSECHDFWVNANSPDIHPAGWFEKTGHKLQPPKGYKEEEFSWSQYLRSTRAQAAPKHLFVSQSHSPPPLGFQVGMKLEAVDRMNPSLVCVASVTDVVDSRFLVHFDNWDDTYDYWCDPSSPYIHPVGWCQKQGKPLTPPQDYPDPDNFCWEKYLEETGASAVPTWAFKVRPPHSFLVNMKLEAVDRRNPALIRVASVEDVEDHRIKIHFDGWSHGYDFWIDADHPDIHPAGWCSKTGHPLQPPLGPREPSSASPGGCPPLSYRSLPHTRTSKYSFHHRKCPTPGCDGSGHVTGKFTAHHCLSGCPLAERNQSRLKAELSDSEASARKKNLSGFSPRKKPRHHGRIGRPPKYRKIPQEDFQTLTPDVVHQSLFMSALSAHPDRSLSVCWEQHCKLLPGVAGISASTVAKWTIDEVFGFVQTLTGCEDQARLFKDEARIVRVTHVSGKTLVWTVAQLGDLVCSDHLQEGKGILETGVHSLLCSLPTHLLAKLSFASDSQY
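AlphaScreen assay: L3MBTL1 (50 nM final) was preincubated 30 min at room temperature with biotinylated H3(1-15)K9me1 peptide (75 nM final), then 30 min with library compounds; streptavidin donor and nickel chelate acceptor beads (10 ug/mL final) added, 30 min dark.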
The depositor's hits bear a star; ? = inconclusive; [ ] = another dose, or the depositor's remark. On the % scale 0 is the no-effect control and ±100 the full control effect; potency means the concentration at half of the fitted maximal effect. An excerpt; count on the stated rates, not on these rows.

SMILES	L3MBTL1 block
Cc1ccc(C)c(NC(=O)COC(=O)CSc2ccccc2)c1	6.8%
O=C(NCCc1ccccc1)c1ccc2c(c1)S(=O)(=O)N=C1CCCCCN12	7.2%
Cc1ccc(S(=O)(=O)CCC(=O)OCC(=O)NC(C)c2ccc(F)cc2)cc1 (centres undefined)	5.0%
CC(C)c1ccc(S(=O)(=O)N2CCN(CC(O)CN3CCOCC3)CC2)cc1 (centres undefined)	1.2%
C=CCOc1ccc(/C=C/C(=O)OCC(=O)N(C)CC(=O)Nc2ccc(F)cc2)cc1	-1.6%
CCCCN1C2CCCC1CC(NC(=O)c1ccccc1Cl)C2 (centres undefined)	-3.8%
CCN1CCN(C(=O)C2=CC(c3ccc(OC)cc3)=NS(=O)(=O)N2C)CC1	-1.7%
COc1cccc(NC(=O)CN(C)C(=O)c2ccccn2)c1	?
COc1ccccc1C(=O)NCCC(=O)N1CCN(S(=O)(=O)c2ccc(Cl)cc2)CC1	-0.1%
CN(Cc1ccccc1)C(=O)COC(=O)C12CC3CC(CC(Br)(C3)C1)C2	8.4%
COc1ccc(Cl)cc1NC(=O)COC(=O)C1=NNC(=O)CC1	5.7%
COc1ccccc1NS(=O)(=O)c1cccc(NS(=O)(=O)c2cc(C(=O)O)ccc2OC)c1	4.2%
CC[C@]12c3[nH]c4ccc(Cl)cc4c3CCN1C(=O)[C@@H](CC(=O)NCCN1CCOCC1)C[C@@H]2C(=O)N1CCN(C(=O)C2CC2)CC1	1.5%
COc1ccc(C(=O)OCC(=O)NCC2CCCO2)c(F)c1 (centres undefined)	-1.3%
CNC(C)C(=O)NC(C(=O)N1CCCC1C(=O)NC1CCCc2ccccc21)C(C)C (centres undefined)	11.5%
COc1ccc(-c2cc(C(F)(F)F)n3nc(C(=O)N4CCN(C(=O)c5ccco5)CC4)cc3n2)cc1	8.0%
Cc1ccc(C2(C)NC(=O)N(CC(=O)NNC(=O)c3ccccc3F)C2=O)cc1 (centres undefined)	-0.5%
CC1(c2ccccc2)NC(=O)N(CC(=O)Nc2ccccc2N2CCCC2)C1=O (centres undefined)	18.2%
Cc1noc(C)c1NC(=O)Nc1cccc2c1O[C@@H](CN(C)C)[C@@H](C)CN([C@H](C)CO)C2=O	5.8%
Cc1ccccc1CNC(=O)CCC(=O)N1CCOc2ccc(Cl)cc21	-1.1%

The final 4 entries of the part above open the next one:
SMILES	L3MBTL1 block
Cc1ccc(C2(C)NC(=O)N(CC(=O)NNC(=O)c3ccccc3F)C2=O)cc1 (centres undefined)	-0.5%
CC1(c2ccccc2)NC(=O)N(CC(=O)Nc2ccccc2N2CCCC2)C1=O (centres undefined)	18.2%
Cc1noc(C)c1NC(=O)Nc1cccc2c1O[C@@H](CN(C)C)[C@@H](C)CN([C@H](C)CO)C2=O	5.8%
Cc1ccccc1CNC(=O)CCC(=O)N1CCOc2ccc(Cl)cc21	-1.1%
CCN(CC(=O)Nc1cc(Cl)ccc1C)C(=O)CSCc1c(C)noc1C	21.6%
CCOC(=O)C1CCN(C(=O)C(C)Oc2ccc(C(=O)c3ccccc3)cc2)CC1 (centres undefined)	0.9%
CC(=O)Nc1ccccc1OCc1nnc(-c2ccccc2Cl)o1	11.5%
O=C(COc1ccccc1)NNC(=O)c1ccc(Cl)cc1	4.8%
c1ccc(NC2=NCCN2CCC2CCCC2)cc1	3.4%
O=C(C1=C(O)C(=O)N(CCN2CCOCC2)C1c1ccc(F)cc1)c1cccs1 (centres undefined)	10.4%
Cc1ccc(NC(=O)CCN2CC(C)OC(C)C2)cc1 (centres undefined)	3.4%[2.29 µM]
CC(C)CN(C(=O)CN1C(=O)NC(c2ccccc2)(c2ccccc2)C1=O)C1CCS(=O)(=O)C1 (centres undefined)	3.8%
COC(=O)/C=C/c1ccccc1CN1[C@@H](CC(=O)OC)c2ccccc2S1(=O)=O	4.8%
CCOc1ccc(N(C)Cc2cc(=O)oc3ccc(OC)cc23)cc1	?
COc1ccc(Cl)cc1NC(=O)CSc1nnc(C2CC2)n1N	7.8%
CCN(CC(=O)Nc1c(F)cccc1F)C(=O)/C=C/c1ccc(OCC#N)c(OC)c1	0.6%
CCC1(C)NC(C(=O)O)Cc2c1[nH]c1ccccc21 (centres undefined)	0.2%
COc1ccc(Cc2nc3ccc(C(=O)NCCCSC)cc3o2)cc1OC	-4.2%
CC1CCc2[nH]c3ccc(C(=O)NCC4CCCO4)cc3c2C1 (centres undefined)	-14.0%
COc1ccc(OC)c(S(=O)(=O)ON2C(=O)c3ccccc3C2=O)c1	2.0%
[N-]=[N+]=N[C@@H](CCN1CC[C@H](NC(=O)OCc2ccccc2)CCC1=O)c1ccccc1	7.4%
COc1cc(/C=C/C(=O)OCc2csc(CC(=O)Nc3ccc(C)cc3)n2)ccc1OCC#N	1.1%
CC(=O)C[C@@H](O)CC(=O)[C@@H]1OC(=O)[C@@H](C)CCCCc2ccccc21	8.9%
O=C(O)COc1ccc(Br)cc1/C=N\Nc1ccccn1	48.2%[activator]

Three structures out of the list, sorted by molar mass, rising:
SMILES	L3MBTL1 block
Cc1ccc(NC(=O)CCN2CC(C)OC(C)C2)cc1 (centres undefined)	3.4%[2.29 µM]
CCOc1ccc(N(C)Cc2cc(=O)oc3ccc(OC)cc23)cc1	?
CCN(CC(=O)Nc1cc(Cl)ccc1C)C(=O)CSCc1c(C)noc1C	21.6%

A different layout for some results above.
SMILES,L3MBTL1 block
CC(=O)Nc1ccccc1OCc1nnc(-c2ccccc2Cl)o1,11.5%
O=C(COc1ccccc1)NNC(=O)c1ccc(Cl)cc1,4.8%

The results go on.
SMILES	L3MBTL1 block
Brc1ccccc1C1Nc2cccc3cccc(c23)N1	?
CN(c1ccccc1)S(=O)(=O)c1ccc(C(=O)Nc2ncccc2O)cc1	-29.5%
CC1CCN(C(=O)Cn2nnc(-c3ccc(N)cc3)n2)CC1	-3.5%
Cc1ccc(NC(=O)CSc2nnc(C3CC3)n2C)cc1S(=O)(=O)N1CCCCC1	3.5%
O=C1CCCN1C(=O)CSc1ccc2ccccc2n1	5.7%
COc1ccc(Cc2nnc3sc(SCC(=O)Nc4ccccc4)nn3c2=O)cc1OC	8.3%
CC(NC(=O)CCC(=O)c1cccs1)c1ccccc1 (centres undefined)	0.7%
Nc1cc(S(=O)(=O)N2CCOCC2)ccc1N1CCOCC1	-1.4%
Cc1cc(NS(=O)(=O)c2ccc(NC(=O)COc3cc(C)c(Cl)c(C)c3)cc2)no1	-5.7%
C[C@@H]1CN([C@@H](C)CO)C(=O)c2cccc(NS(C)(=O)=O)c2O[C@H]1CN(C)Cc1ccc(C(=O)O)cc1	7.1%
COC(=O)[C@]1(C)N[C@H](c2ccc(-c3ccc(F)cc3)cc2)[C@@H]2C(=O)N(C)C(=O)[C@@H]21	-3.4%
CN(C(=O)COC(=O)COc1ccc2ccccc2c1)c1c(N)n(Cc2ccccc2)c(=O)[nH]c1=O	-4.1%
COc1ccc(CN(C(=O)c2oc3cc(C)ccc3c2C)C2CCS(=O)(=O)C2)cc1OC (centres undefined)	4.3%
COc1ccc(C(CNC(=O)c2cc(S(=O)(=O)N3CCN(c4ccccc4)CC3)ccc2Cl)N(C)C)cc1 (centres undefined)	-12.8%
O=C1CCC(C(=O)Nc2ccc(Cl)cc2)N1 (centres undefined)	-3.5%
COc1ccc(C(CNC(=O)c2cccc(S(=O)(=O)Nc3cccc(C)c3)c2)N2CCOCC2)cc1 (centres undefined)	-7.0%
COc1cc2c(cc1OC)CN(C(=O)C1CCCN(C(=O)c3ccc(Cl)cc3)C1)CC2 (centres undefined)	-2.2%
Cn1c(=O)[nH]c(=O)c2c1nc(NCCN)n2CCOc1ccccc1	28.5%[2.29 µM]
CCCCN(C(=O)c1ccc(S(=O)(=O)N2CCCCC2)cc1)C1CCS(=O)(=O)C1 (centres undefined)	-1.2%
COc1cc(C(=O)Oc2ccc3ccc(O)cc3c2)cc(OC)c1OC	-8.6%
CCCCn1c(N)c(N(CCOC)C(=O)COC(=O)COc2ccccc2C#N)c(=O)[nH]c1=O	-7.5%
Brc1ccccc1OCCCOc1cccc2cccnc12	0.5%[2.29 µM]
c1ccc(-c2sc3ccccc3c2-c2ccc(OCCN3CCCCC3)cc2)cc1	-7.4%
CCCCCN(C(=O)CCC(=O)OCCOc1cccc(Cl)c1)c1c(N)n(CCCC)c(=O)[nH]c1=O	9.9%
COc1ccc(-c2c(-c3ccc(C#N)cc3)oc(=O)c3cc(OC)c(OC)cc23)cc1	11.8%
COc1ccc(NC(=O)CCCc2ccc(OC)c(C)c2)cc1	6.9%
O=C(Cn1ncc(Cl)c(Cl)c1=O)Nc1ccc2c(c1)OCO2	4.2%
COc1cccc(NC(=O)c2ccccc2N(Cc2ccccc2)S(C)(=O)=O)c1	2.6%[2.29 µM]
CC1CCc2sc(C(=O)NC3CCCCC3)cc2C1 (centres undefined)	-0.5%
Cc1ccc(NC(=O)CN(C)C(=O)C(Sc2ccccc2)c2ccccc2)cc1 (centres undefined)	-0.6%
CC(NC(=O)c1ccccc1C(=O)O)c1ccc(-n2ccnc2)cc1 (centres undefined)	-1.9%
CCCCn1c(N)c(N(CCOC)C(=O)CSc2ccc([N+](=O)[O-])cc2)c(=O)[nH]c1=O	1.4%
COc1ccc(C2CC(c3ccccc3)=NN2C(=O)COC(=O)c2cccc(O)c2)cc1 (centres undefined)	-10.3%
COc1ccccc1CNC(=O)COC(=O)c1cc(S(=O)(=O)N2CCOCC2)ccc1Cl	5.2%
CC(C)COc1ccc(C(=O)Nc2cc(S(=O)(=O)N3CCOCC3)ccc2N2CCCC2)cc1	-0.9%
Cc1cc(C)c2[nH]c3nc(SCC(=O)O)nnc3c2c1	-0.3%
Nn1c(COc2cccc(Br)c2)nnc1SCC(=O)NCC1CCCO1 (centres undefined)	3.9%
O=C(Nc1ccc(N2CCCCCC2)cc1)c1cccc(S(=O)(=O)N2CCOCC2)c1	?
COCCNC(=O)CN(C(=O)CCC(=O)Nc1ccccn1)c1ccc(C)c(C)c1	35.4%[activator]
Cc1ccc(S(=O)(=O)N2CCCCC2)cc1NC(=O)COc1ccccc1	-10.5%

The final three compounds of the section above open the next one.
SMILES	L3MBTL1 block
O=C(Nc1ccc(N2CCCCCC2)cc1)c1cccc(S(=O)(=O)N2CCOCC2)c1	?
COCCNC(=O)CN(C(=O)CCC(=O)Nc1ccccn1)c1ccc(C)c(C)c1	35.4%[activator]
Cc1ccc(S(=O)(=O)N2CCCCC2)cc1NC(=O)COc1ccccc1	-10.5%
CN(C(=O)COC(=O)c1ccccc1NCc1ccco1)c1c(N)n(Cc2ccccc2)c(=O)[nH]c1=O	-5.1%
O=C(COC(=O)CC1CCCC1)Nc1ccc(Cl)cc1	23.5%
CCOc1ccccc1OCC(=O)NN=C1CCCC(=O)C1	-3.3%
Cc1ccc(CN2CC(C(=O)Nc3ncc(C)s3)CC2=O)cc1 (centres undefined)	3.0%
CCCCn1c(SCC(=O)c2c(N)n(C3CC3)c(=O)[nH]c2=O)nc2cc(S(N)(=O)=O)ccc21	5.5%
CC(Sc1nnnn1C1CCCC1)C(=O)Nc1cccc(S(=O)(=O)N2CCOCC2)c1 (centres undefined)	5.5%
COc1cc(OC)cc(C(=O)NCC(=O)OC2CCCCC2=O)c1 (centres undefined)	1.0%
O=C(COC(=O)c1ccc([N+](=O)[O-])s1)NNC(=O)c1ccccc1	-18.1%
CC12CCC(=O)N1C(C(=O)NNC(=O)COc1ccccc1Cl)CS2 (centres undefined)	0.0%
O=C(NC1CCCCC1)C(c1ccc(F)cc1)N(CCCN1CCOCC1)C(=O)c1ccc(CN2CCOCC2)o1 (centres undefined)	-11.2%
COc1ccccc1C(=O)NCCC(=O)NCC1CCCCC1	1.7%
C=CCN=C1N[C@@H](c2ccccc2)C(C(=O)OC)=C(C)N1CCOC	9.6%
CCN(CC(=O)N1CCCC1)S(=O)(=O)c1ccc(Br)cc1	3.3%
C=CCn1c(C23CC4CC(CC(C4)C2)C3)n[nH]c1=S	3.7%
COc1cccc(NC(=O)CSc2nnc(-c3cccnc3)o2)c1	-0.9%
CC1CCN(C(=O)c2[nH]cnc2C(=O)Nc2nccs2)CC1	1.0%
O=C(c1ccncc1)N1CCN(S(=O)(=O)c2cccc(C(F)(F)F)c2)CC1	-0.3%
CC[C@]12c3[nH]c4ccccc4c3CCN1C(=O)C(CC(=O)NCCC1=CCCCC1)C[C@@H]2C(=O)N1CCN(C(=O)C2CC2)CC1 (some centres undefined)	1.9%
CCN(CC(=O)Nc1c(F)cccc1F)C(=O)CCOc1ccccc1	6.3%
COc1ccc(NC(=O)Cn2ccc(C(F)(F)F)n2)cc1S(=O)(=O)N1CCOCC1	5.8%
Oc1ccccc1-c1cc(-c2ccccc2)n[nH]1	-8.1%
Cc1cccc(NCc2ccc([N+](=O)[O-])s2)c1	-6.9%
CCOC(=O)c1c(C)[nH]c(C(=O)COC(=O)CNS(=O)(=O)c2ccc(C)cc2)c1C	-4.4%
Cc1ccc(S(=O)(=O)N2CCCCC2)cc1NC(=O)C1CC(=O)N(Cc2ccco2)C1 (centres undefined)	-6.6%
Cc1cc(S(=O)(=O)NC(C)c2nnc3ccccn23)ccc1Br (centres undefined)	3.4%
CC1CCc2[nH]c3ccc(C(=O)N(C)CC(=O)Nc4cccc(F)c4)cc3c2C1 (centres undefined)	-11.6%
CCOC(=O)c1ccc(NS(=O)(=O)c2c(C)n[nH]c2C)cc1	2.9%
O=S(=O)(NCC(c1ccc2c(c1)OCO2)N1CCOCC1)c1ccc(Cl)cc1 (centres undefined)	-1.8%
COc1ccc(Cc2nnc(NC(=O)c3ccccc3)s2)cc1OC	-5.0%
